# RGS4 pot = RGS4 potentiators or activators, primary screen, cell-based, HEK293 M3R inducible RGS4, calcium flux | carbachol calcium flux Fluo4; active compounds read low | B-score at 10 µM | actives 0.92% (n = 310,000) | AID 463111, 2010;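 active means B-score of the integrated calcium signal more than 4 SD below the library mean, with starting fluorescence not abnormally high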;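 further: negative B-score means reduced calcium response which marks RGS4 activation or potentiation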
#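 Also added: carbachol at ECmax as muscarinic agonist stimulus; Assay system: HEK293 cells with stable M3R and inducible RGS4; Timing: overnight RGS4 induction, 30 min dye load 37 °C, 20 min compound RT; Measured by: Fluo4-AM (2 µM) calcium-flux fluorescence, kinetic read.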
# KCNK9 block = KCNK9 potassium channel inhibitors, primary screen, HEK293 cells, thallium flux; Potassium channel subfamily K member 9 (Homo sapiens), Q9NPC2; FluxOR thallium flux fluorescence; active compounds read low; B-score at 10 µM; actives 1.2% (n = 310,000);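 active means ratio B-score over 3 SD below the library mean, with starting fluorescence within 5 SD of its mean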;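 further: negative B-score means less thallium flux so channel inhibition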
# SKKanGAS inh = S. pyogenes SKKanGAS growth inhibitors in kanamycin, primary screen, streptokinase expression inhibitor project, SKKanGAS strain, BacTiter-Glo luminescence. 6 h. inhibition, % at 7.5 µM. actives 1.3% (n = 300,000). AID 1662, 2009;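 active means mean replicate score, as percent of positive control median, at least 50; inconclusive means mean below 50 but one replicate at or above 50; inactive means mean and every replicate below 50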;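 further: strain carries kanamycin resistance gene driven by streptokinase promoter and grows in 40 µg/ml kanamycin; loss of luminescence reflects streptokinase promoter inhibition or plain growth inhibition; 0% = median of DMSO wells and 100% = positive control at its reference dose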
# HDAC3 inhib = HDAC3 deacetylase inhibitors, primary screen, biochemical, fluorescence, cell-free homogeneous; recombinant HDAC3, fluorogenic peptide/trypsin coupled; actives 0.15% (n = 320,000); Histone deacetylase 3 (Homo sapiens), O15379; inhibition, % at 8.3 µM; in the data active means inhibition above about 26%, passing the limit was not always enough; inconclusive means no clear call, values can overlap the other calls
# Target sequence (O15379 whole entry, looked up): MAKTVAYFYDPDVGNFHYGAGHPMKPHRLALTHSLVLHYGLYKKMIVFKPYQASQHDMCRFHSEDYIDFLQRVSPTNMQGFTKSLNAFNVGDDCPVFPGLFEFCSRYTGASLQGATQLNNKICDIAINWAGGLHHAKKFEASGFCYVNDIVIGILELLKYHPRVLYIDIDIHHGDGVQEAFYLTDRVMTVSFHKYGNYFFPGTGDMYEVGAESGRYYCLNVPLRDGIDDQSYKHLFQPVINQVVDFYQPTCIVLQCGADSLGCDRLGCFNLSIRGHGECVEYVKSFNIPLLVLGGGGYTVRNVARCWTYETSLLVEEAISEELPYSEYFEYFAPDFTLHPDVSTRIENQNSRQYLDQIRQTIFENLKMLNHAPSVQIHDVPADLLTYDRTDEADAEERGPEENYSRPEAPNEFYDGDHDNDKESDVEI
# hERG protect = hERG rescue from dofetilide block, primary screen, cell-based, CHO-hERG, FluxOR thallium flux, dofetilide IC70; dofetilide IC70 present; actives 0.51% (n = 310,000); activation (rescue from dofetilide block), less the hit threshold, % at 10 µM; AID 1511, 2009;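 active means activation above the mean of controls blocked by dofetilide plus 5 SD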;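 further: thallium influx through hERG after potassium depolarization seen as dye fluorescence rise; in these data hits start at about 4.7%; inactives centre near -7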
# KCNK3 block = human KCNK3 channel inhibitors, primary screen, CHO cells, FluxOR thallium flux, B-score; Potassium channel subfamily K member 3 (Homo sapiens), O14649; FluxOR fluorescence; active compounds read low; B-score at 10 µM; actives 0.84% (n = 340,000);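 active means B-score under library mean minus 4 SD, starting fluorescence ratio at most library mean plus 5 SD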;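 further: more negative B-score means stronger inhibition of thallium flux through KCNK3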
# ANO1 activ = TMEM16A chloride channel activators or potentiators, primary screen, cell-based, HTS; Anoctamin-1 (Mus musculus), Q8BHY3; HEK293 TMEM16A/YFP-H148Q/I152L, iodide quench fluorescence; active compounds read low; B-score at 10 µM; actives 0.3% (n = 340,000); AID 623877, 2012;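 active means fluorescence-ratio B-score plate-corrected deviation score at least 3 library SD below zero, with starting fluorescence score within 5 deviations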;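 further: channel opened by trigger with iodide after compound preincubation; score built on the fluorescence ratio of max minus min over baseline; more negative score means more quench and so TMEM16A activation or potentiation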
# KCNQ1 block = inhibitors of human KCNQ1 channel, primary screen, cell-based, thallium flux, high-throughput | AID 2642, 2010 | B-score at 10 µM | CHO-K1 KCNQ1, FluxOR thallium flux fluorescence; active compounds read high | Potassium voltage-gated channel subfamily KQT member 1 (Homo sapiens), P51787 | actives 1.3% (n = 310,000);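 active means compounds whose thallium flux B-score, printed positive for inhibition, exceeds three library SD while starting fluorescence stays within three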;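 further: channel opened by potassium depolarization with thallium stimulus after 20 min compound exposure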
# Target sequence (P51787 whole entry, looked up): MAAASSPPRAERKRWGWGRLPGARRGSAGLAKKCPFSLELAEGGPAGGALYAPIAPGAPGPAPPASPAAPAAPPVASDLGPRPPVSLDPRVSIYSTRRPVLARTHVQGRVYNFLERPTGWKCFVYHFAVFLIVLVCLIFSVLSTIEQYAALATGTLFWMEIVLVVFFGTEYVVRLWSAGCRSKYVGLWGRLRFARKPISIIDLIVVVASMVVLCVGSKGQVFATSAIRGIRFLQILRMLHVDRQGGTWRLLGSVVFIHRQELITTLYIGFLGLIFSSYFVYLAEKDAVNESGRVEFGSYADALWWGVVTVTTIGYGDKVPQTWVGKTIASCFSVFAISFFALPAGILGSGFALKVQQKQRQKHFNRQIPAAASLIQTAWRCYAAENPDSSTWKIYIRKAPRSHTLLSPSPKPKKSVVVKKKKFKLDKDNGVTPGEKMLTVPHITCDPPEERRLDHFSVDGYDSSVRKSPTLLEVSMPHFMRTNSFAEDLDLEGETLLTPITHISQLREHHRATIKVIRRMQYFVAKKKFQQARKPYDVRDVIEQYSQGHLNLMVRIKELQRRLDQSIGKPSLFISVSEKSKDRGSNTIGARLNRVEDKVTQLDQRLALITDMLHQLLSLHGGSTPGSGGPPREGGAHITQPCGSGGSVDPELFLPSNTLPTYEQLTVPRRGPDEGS
# RGS4 block = RGS4 inhibitors, primary screen, cell-based, HEK293 M3R inducible RGS4, calcium flux | AID 463165, 2010 | actives 0.45% (n = 310,000) | B-score at 10 µM | Regulator of G-protein signaling 4 (Homo sapiens), P49798 | Fluo-4 calcium flux; active compounds read high; triggered by carbachol at its EC20;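 active means B-score, a plate-corrected calcium signal, over three deviations above library mean, with baseline fluorescence within five deviations of library mean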;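 further: RGS4 expression induced by doxycycline in cells with stable M3 receptor; B-score is computed from the integrated fluorescence ratio over baseline after carbachol; higher B-score means a larger calcium signal and so more RGS4 inhibition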
# KCNQ1 pot = potentiators or activators of KCNQ1 channel, primary screen, cell-based, thallium flux, high-throughput | B-score at 10 µM | actives 0.35% (n = 310,000) | Potassium voltage-gated channel subfamily KQT member 1 (Homo sapiens), P51787 | CHO-K1 KCNQ1, thallium flux FluxOR fluorescence; active compounds read high | AID 2648, 2010;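 active means fluorescence ratio B-score, a plate-corrected score, at least three library SD, with initial intensity B-score within 5 SD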
#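 Assay system: CHO-K1 cells stably expressing KCNQ1; Medium: assay buffer with matched DMSO; Also added: K+/Tl+ depolarizing stimulus; Dosing: single dose; Timing: dye 90 min, compound 20 min, room temperature; Measured by: kinetic FluxOR thallium fluorescence, 10-s 1-Hz baseline, 110-s post-stimulus read; Read-out: peak-minus-minimum fluorescence over initial fluorescence, negative-control normalized, B-scored.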
# ANO1 block = TMEM16A chloride channel inhibitors, primary screen, cell-based, HTS. HEK293 TMEM16A/YFP iodide influx fluorescence, ionomycin. normalized B-score (activity score, 25-100; higher = stronger inhibition) at 10 µM. actives 1.2% (n = 310,000). AID 588511, 2011;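 active means ratio plate-corrected score three or more library SD toward inhibition, starting fluorescence score within five deviations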;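 further: score derived from kinetic fluorescence span divided by baseline fluorescence per well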
# An asterisk follows results filed as active; i = inactive; ? = inconclusive; nt = not tested or not shown.
SMILES,RGS4 pot,KCNK9 block,SKKanGAS inh,HDAC3 inhib,hERG protect,KCNK3 block,ANO1 activ,KCNQ1 block,RGS4 block,KCNQ1 pot,ANO1 block
CCOc1ccc(-c2nnn(CCC#N)n2)cc1OC,i,i,-2,1,-6,i,i,i,i,i,i
O=C(CO/N=C/c1ccccc1OC(F)F)NC1CCCC1,i,i,3,-2,-10,i,i,i,i,i,i
COc1cc(NC(=O)c2cc([N+](=O)[O-])ccc2NC(=O)CNC2CCCCC2C)cc(OC)c1 (stereo not given),i,i,6,8,-6,i,i,i,i,i,i
O=C(CNC(=S)NC(=O)c1cccs1)c1ccccc1,i,i,-1,-3,-8,i,i,i,i,i,i
CC(C)CN(CC(C)C)S(=O)(=O)N1CCC(C(=O)NCCN2CCOCC2)CC1,i,i,8,0,-5,i,i,i,i,i,i
O=C(CN1CCN(c2ccccc2F)CC1)c1ccc2cc[nH]c2c1,i,i,0,-2,-6,i,i,i,i,i,i
O=C1N2c3ccccc3CCc3cccc(c32)C1(O)C(F)(F)F (stereo not given),i,i,-3,2,-8,i,i,i,i,i,i
O=c1[nH]ncc(N/N=C\c2cccnc2)c1Cl,i,i,2,0,-19,i,i,i,i,i,i
Cc1ccc(C(C)NC(=O)c2ccco2)cc1 (stereo not given),i,i,-4,4,-3,i,i,i,i,i,i
COc1ccc2[nH]cc(C(O)CN3CCN(c4ccccc4)CC3)c2c1 (stereo not given),i,i,-13,nt,-11,nt,nt,i,i,i,nt
O=C(c1cccs1)c1coc2ccc(O)cc12,i,i,-1,2,-5,i,i,i,i,i,i
C/C=C/Cn1c(N(C)Cc2ccccc2)nc2c1c(=O)[nH]c(=O)n2C,i,i,-6,nt,-14,i,i,i,i,i,i
O=C(CCn1cnnn1)Nc1ccc(Cl)cc1Cl,i,i,0,-4,-11,i,i,i,i,i,i
CCOC(=O)c1sc(S(C)=O)c2c1CCc1conc1-2 (stereo not given),i,i,26,8,-7,i,i,i,i,i,i
COc1ccc(OCC(=O)Nc2c3c(nn2C(C)(C)C)CS(=O)(=O)C3)cc1,i,i,0,5,-6,i,i,i,i,i,i
Cc1c(Nc2nc(-c3ccc(Cl)cc3)cs2)c(=O)n(-c2ccccc2)n1C,i,i,-1,1,-8,i,i,i,i,i,i
CN(Cc1ccccc1)C(=O)COC(=O)Cn1cnc2ccccc21,i,i,0,-6,1,i,i,i,i,i,i
COc1ccc(C(C(=O)NC2CCCCC2)N(CC2CCCO2)C(=O)CCCC(=O)Nc2ccccn2)cc1 (stereo not given),i,i,7,nt,-11,i,i,i,i,i,nt
CCOCCn1ccc2c(OCC(=O)NCCc3ccc(OC)c(OC)c3)cccc2c1=O,i,i,-10,-6,-8,i,i,i,i,i,i
O=C(Nc1ccc(Cl)cn1)c1ccc2c(Cl)c3c(nc2c1)CCC3,i,i,-7,-5,-5,i,i,i,i,i,i
CSc1ccccc1C(=O)C1CCCN(C(=O)c2cc(C(C)C)no2)C1 (stereo not given),i,i,-2,2,-11,i,i,i,i,i,i
O=C(Nc1cccnc1)Nc1ccc(Cl)cc1Cl,i,i,0,4,-7,i,i,i,i,i,i
COc1cccc(C(=O)COc2cccc(NC(=O)c3ccco3)c2)c1,i,-7.3*,-6,3,-8,-10*,i,i,i,i,i
c1ccc(N2CCN(Cc3ccsc3)CC2)nc1,i,i,0,1,-5,i,i,i,i,i,i
O=C(CCNC(=O)c1ccccc1Cl)Nc1cc(C(F)(F)F)ccc1Cl,i,i,2,-9,-8,i,i,i,i,i,i
CCSCCNC(=O)c1cncc(Br)c1,i,i,0,-4,-11,i,i,i,i,i,i
O=C(O)CN1C(=O)SC(Nc2ccc(Cl)cc2)C1=O (stereo not given),i,i,7,-5,-3,i,i,i,i,i,i
Cc1cc(OCC(=O)NNC(=O)CCc2ccccc2)ccc1Br,i,i,0,2,-10,i,i,i,i,i,i
Cc1ccc(OCC(=O)Nc2cc(S(=O)(=O)N3CCCCC3)ccc2C)c([N+](=O)[O-])n1,i,i,0,7,-5,i,i,i,i,i,i
COc1ccc(OC)c(-c2c(C#N)c(N)nc3c2c(=O)nc2sccn23)c1,i,i,-4,-8,-5,i,i,i,i,i,i
Cc1cccc(NCc2ccccc2OCc2ccccc2F)c1,i,-7.5*,0,-1,-13,i,i,9*,i,i,i
COCCNC(=O)c1cc(-c2ccc(Cl)c(Cl)c2)on1,i,i,-7,-7,-6,i,i,i,i,i,i
C=CCNc1nc(C)c(C(C)=O)cc1C#N,i,i,-1,4,-8,i,i,i,i,i,i
CCN1CCc2c(C#N)c(N3CCOCC3)nc(N3CCOCC3)c2C1,i,i,-3,-2,-7,i,i,i,i,i,i
Cc1[nH][nH]c(=O)c1C=NCc1cccs1,i,i,-9,1,-8,i,i,i,i,i,i
CCOc1ccc2[nH]c3ncccc3c(=O)c2c1,i,i,4,6,-6,i,i,i,i,i,i
O=C(NCc1nnc2c3ccccc3c(-c3ccccc3)nn12)c1ccccc1Cl,i,i,0,2,-21,i,i,i,i,i,i
CCOC(=O)CCC(NC(=O)CCCCCCCCC(=O)NC(CCC(=O)OCC)C(=O)OCC)C(=O)OCC (stereo not given),i,i,-11,2,-9,i,i,i,i,i,i
CC(C)c1nccn1S(=O)(=O)c1cc(Cl)ccc1Cl,i,i,7,-1,-6,i,i,i,i,i,i
CCCOc1ccc(NC(N)=O)cc1OCCC,i,i,-2,11,-8,i,i,i,i,i,i
O=C(NCc1nnc(SCC(=O)N2CCCc3ccccc32)o1)c1c(F)cccc1Cl,i,i,-7,-4,-10,i,i,i,i,i,i
COc1ccc(O)c(/C=N\NC(=O)CCn2nnc3ccccc32)c1,i,i,7,4,-13,i,i,i,i,i,i
O=C(NC1CCCCCC1)C(=S)NCCc1ccccc1,i,i,12,3,-8,i,i,i,i,i,i
Oc1ccc(-c2[nH]ncc2-c2cnn(-c3ccccc3)c2)c(O)c1,i,i,5,1,-17,i,i,i,i,i,i
C/C(=N\O)C1/C(=N/O)CC2C1C2(C)C (stereo not given),i,i,-4,-1,2,i,i,i,i,i,i
O=C(CN1CCN(c2ccc(F)cc2)CC1)Nc1ccc(-n2cnnn2)cc1,i,i,-5,8,-1,i,i,i,i,i,i
O=C(c1cccc(NS(=O)(=O)c2ccc(F)c(F)c2)c1)N1CCN(C(c2ccccc2)c2ccccc2)CC1,i,i,17,0,-15,i,i,11*,i,i,i
COc1ccc(-c2noc(CSc3nc4ccccc4c(=O)n3-c3ccccc3)n2)cc1OC,i,i,0,5,1,i,i,i,i,i,i
COc1cccc(/C=N\n2c(C)nnc2C)c1OC,i,i,0,-1,2,i,i,i,i,i,i
O=C(Nc1ccccc1)NC(Cc1ccc(O)cc1)C(=O)O (stereo not given),i,i,-8,-2,-19,i,i,i,i,i,i
O=C(COC(=O)/C=C/c1ccc(OC(F)F)cc1)NC1CCCCCCC1,i,i,17,-2,-17,i,i,i,i,i,i
c1cncc(-c2nn3c(Cn4nnc5ccccc54)nnc3s2)c1,i,i,-14,12,-7,i,i,i,i,i,i
CC1(C)Cc2c(c(-c3ccco3)nc3sc4c(NCCN5CCOCC5)ncnc4c23)CO1,i,i,-1,-3,-8,i,i,i,i,i,i
O=C(CCC(=O)NNC(=O)Nc1cccc(Cl)c1)NCc1ccccc1,i,i,4,7,-14,i,i,i,i,i,i
CCn1cc(S(=O)(=O)CC(=O)NC2CCCCC2)c2ccccc21,i,i,4,-6,-9,i,i,i,i,i,i
CCC1(c2ccc(Cl)cc2)NC(=S)N(c2ccc(C)cc2)N1 (stereo not given),i,i,9,3,38*,i,i,i,i,68*,i
O=C(NCCCN1CCOCC1)c1onc(CSc2ccc(F)c(F)c2)c1C(=O)NCCCN1CCOCC1,i,i,-2,-5,-9,i,i,i,i,i,i
Cc1ccnc(NC(=O)CCC(=O)N(CC(=O)NCC2CCCO2)Cc2ccc(F)cc2)c1 (stereo not given),i,i,nt,-1,-2,i,i,i,i,i,i
Cc1c(NCc2ccncc2)cccc1C(=O)O,i,i,3,-6,-7,i,i,i,i,i,i
CC(NC(=O)c1ccncc1)C(C)(C)C (stereo not given),i,i,5,2,3,i,i,i,i,41*,i

# Later entries
SMILES,RGS4 pot,KCNK9 block,SKKanGAS inh,HDAC3 inhib,hERG protect,KCNK3 block,ANO1 activ,KCNQ1 block,RGS4 block,KCNQ1 pot,ANO1 block
COc1cccc2[nH]c3ccccc3c(=O)c12,i,i,-4,-88,-4,i,i,i,i,i,i
Cn1c(=O)n(CCO)c(=O)c2c1nc(Br)n2Cc1ccccc1,i,i,2,-1,-5,i,i,i,i,i,i
CSc1nncn1/N=C/c1cc(Cl)ccc1F,i,i,-6,5,-6,i,i,i,i,i,i
Nc1ccc(C(=O)N2CCCC2)cc1,i,i,-7,?,-14,i,i,i,i,i,i
COCCNC(=O)c1cc2sc3ccccc3c2s1,i,i,-9,-1,-16,i,i,i,i,i,i
CC(=O)c1ccc(NS(=O)(=O)c2cc3c(cc2C)N(C(C)=O)CCO3)cc1,i,i,3,3,-4,i,i,i,i,i,i
Cc1c(NC(=O)CN2CCN(c3ccccc3)CC2)c(=O)n(-c2ccccc2)n1C,i,i,-14,12,-5,i,i,i,i,i,i
O=C(Nc1ccc2sccc2c1)c1ccc(Cl)s1,i,i,-1,-5,-2,i,i,i,i,i,i
COc1ccc(Br)cc1/C=N/NC(=O)c1cccc(S(=O)(=O)N2CCOCC2)c1,i,i,0,-3,-15,i,i,i,i,i,i

# Assay outcomes from PubChem.

# Rows were taken by chance; any-hit rate near 6.3%.
